Source: PubChem BioAssay
HCMV inh: qHTS Assay for inhibitors of the human cytomegalovirus (HCMV); HFF cells, HCMV-luciferase reporter, 72 h; active compounds read low; activity change, negative = inhibition, % at 57.5 µM; 4.5% of 410,000 active; AID 1259415, 2018; in the data active means activity change below about -60%; inconclusive means no clear call, values can overlap the other calls; inactive means above about -39%
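Steps: HFFs plated, 16 h 37C; compounds added; HCMV-luciferase added to MOI 1 PFU/cell; 72 h 37C; OneGlo reagent, 5 min room temperature; luminescence read, normalized to controls.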
AmpC detergent: qHTS Inhibitors of AmpC Beta-Lactamase (assay with detergent) | P00811 | AmpC hydrolysis of nitrocefin, absorbance 480 nm, 0.01% Triton | Potency, µM (series often up to 114 µM), inactives show top-dose activity change, negative = inhibition, actives largely listed as inhibitors | 0.041% of 370,000 active; active means well fitted inhibition curve with a large enough effect; inconclusive means small, poorly fitted or top-dose-only effect;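 further: potency means the concentration at half of the fitted maximal effect; 0% = no-compound wells and -100% = no-enzyme wells; nearly all actives have a fitted effect of over 25% in size; some results filed as inactive show a strong effect at the top dose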
Target sequence (P00811 whole entry, looked up): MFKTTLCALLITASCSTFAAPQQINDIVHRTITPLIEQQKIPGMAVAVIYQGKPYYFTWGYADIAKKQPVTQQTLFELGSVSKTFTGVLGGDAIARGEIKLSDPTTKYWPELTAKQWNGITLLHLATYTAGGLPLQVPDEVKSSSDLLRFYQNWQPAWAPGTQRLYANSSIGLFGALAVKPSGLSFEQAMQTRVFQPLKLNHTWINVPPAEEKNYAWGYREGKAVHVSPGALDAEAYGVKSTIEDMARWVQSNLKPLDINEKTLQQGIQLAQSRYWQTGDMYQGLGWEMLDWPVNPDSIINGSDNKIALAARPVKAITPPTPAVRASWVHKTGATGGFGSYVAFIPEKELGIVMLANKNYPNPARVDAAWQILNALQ
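20 mM phosphate pH 7.0 + 0.01% (detergent screen) or 0.0001% Triton X-100; 5.3 nM AmpC reagent; cpd preinc 15 min RT; nitrocefin (800 uM stock) to start; A480 q20 s × 4 min; Activity was normalised to no-enzyme and no-compound control wells.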
* = called active by the depositor; ? = inconclusive; [ ] = dose if it differs, or a comment. Unless noted, on the % scale 0 is the no-effect control and ±100 the full control effect.

Structure,HCMV inh,AmpC detergent
COc1ccc(OC)c(S(=O)(=O)NCCc2sc(-c3ccc(C)cc3)nc2C)c1,-5,6%
Cc1cc(NC(=O)CCn2c(=O)c3cccn3c3cccnc32)ccc1Br,-35,11%
CN(Cc1ccccc1)C(=O)CSc1nc(-c2ccc(F)cc2)cc(C(F)(F)F)n1,-17,21%
O=C(Nc1cc(-c2ccc(F)c(F)c2)no1)c1ccccc1F,15,-6%
O=C(NCCn1cc(SCc2cccc(F)c2)c2ccccc21)c1cccc(C(F)(F)F)c1,-92*,14%
COc1ccc(S(=O)(=O)NCCc2nnc3ccc(SCC(=O)Nc4cc(C)cc(C)c4)nn23)cc1,3,-2%
CSc1ccc(C2C(C(=O)Nc3ccccc3)=C(C)Nc3nc4ccccc4n32)cc1 (stereo not given),8,-1%
COCCNc1nc2c(S(=O)(=O)c3ccc(C)c(C)c3)nnn2c2ccc(Cl)cc12,-3,13%
COc1cccc(/C=C/c2nc3ccccc3c(=O)n2-c2ccc(Cl)cc2)c1OC,-3,10%
CCOC(=O)c1ccccc1NC(=O)CN(c1cc(C(F)(F)F)ccc1Cl)S(C)(=O)=O,-17,15%
COc1ccc(-c2noc(N3CCC(C(=O)Nc4cccc(C)c4C)CC3)n2)cc1,49,0%
COC(=O)c1ccccc1NC(=O)CN(c1ccc(Cl)cc1)S(=O)(=O)c1ccc(OC)cc1,-3,-9%
COc1ccc(C)cc1Nc1nc(-c2cccc(Cl)c2)c2c(n1)-c1ccccc1OC2,-2,-4%
CCc1ccc(OC(=O)c2sc3ncn(Cc4cccc(F)c4)c(=O)c3c2C)cc1,14,-6%
COc1ccccc1C1=NS(=O)(=O)N(C)C(C(=O)Nc2cc(OC)c(OC)c(OC)c2)=C1,-33,-5%
Cc1cc(C)cc(NC(=O)N2CCC(CN3CCc4ccccc4C3)CC2)c1,-27,9%
COc1ccccc1N(CC(=O)Nc1ccc2c(c1)OCO2)S(=O)(=O)c1ccc(C)cc1,-24,-5%
CCOC(=O)C(CC)Sc1ncnc2sc3c(c12)CCCC3 (stereo not given),-5,6%
Cc1ccc(CNC(=O)CCCCn2c(=O)c3ccccc3n(Cc3c(C)cc(C)cc3C)c2=O)cc1,12,5%
CCOc1ccccc1NC(=O)Cn1c(=O)n(CCCC(=O)NCCOC)c(=O)c2cc(OC)c(OC)cc21,-3,?
CCCCOC(=O)/C(C#N)=C\c1ccc(-c2ccc(Cl)cc2)o1,-1,12%
CCOC(=O)c1ccc(N2C(=O)c3n[nH]c(-c4cccs4)c3C2c2cccc(OC)c2)cc1 (stereo not given),-107*,4%
COc1cccc(CNS(=O)(=O)c2ccc3c(c2)C(C(C)C)C(=O)N3)c1 (stereo not given),-10,-4%
O=C(CSc1nc(=O)[nH]c2c1CCC2)NCc1ccc(Cl)cc1,-2,2%
CCc1cccc(NC(=O)c2c(C)oc3ncnc(N4CCCCC4)c23)c1,-5,25%

Random excerpt: 5 entries already listed, in no set order.
Structure,HCMV inh,AmpC detergent
COc1ccc(S(=O)(=O)NCCc2nnc3ccc(SCC(=O)Nc4cc(C)cc(C)c4)nn23)cc1,3,-2%
COc1ccccc1N(CC(=O)Nc1ccc2c(c1)OCO2)S(=O)(=O)c1ccc(C)cc1,-24,-5%
O=C(CSc1nc(=O)[nH]c2c1CCC2)NCc1ccc(Cl)cc1,-2,2%
COc1ccccc1C1=NS(=O)(=O)N(C)C(C(=O)Nc2cc(OC)c(OC)c(OC)c2)=C1,-33,-5%
COc1cccc(CNS(=O)(=O)c2ccc3c(c2)C(C(C)C)C(=O)N3)c1 (stereo not given),-10,-4%

The results go on:
Structure,HCMV inh,AmpC detergent
CCOc1ccc2ncc3c(-c4ccccc4)nn(CC(=O)Nc4cccc(F)c4)c3c2c1,0,22%
COc1ccc(C(=O)N2CCC(c3nc4ccccc4o3)CC2)cc1,43,2%
Cc1ccc(-c2nonc2NC(=O)c2ccc(F)cc2)cc1C,-24,2%
COc1ccc(NC(=O)c2c(-c3ccc(C)cc3)nnc3ccccc23)cc1Cl,0,1%
COc1ccccc1C(=O)N(c1ccc(C)cc1)S(=O)(=O)c1ccc(Cl)cc1,?,20%
COc1ccc(C2C=C(c3ccccc3)Nc3nc(NC(=O)c4cccc([N+](=O)[O-])c4)nn32)cc1 (stereo not given),-8,3%
COc1ccc(Cl)cc1NC(=O)CCS(=O)(=O)c1nc(-c2cccs2)cc(C(F)(F)F)n1,-94*,-7%
O=C(COc1ccccc1)Nc1nnc2n1CCS2,-5,2%
Cc1ccc(Cl)cc1N1CCN(CCCNC(=O)c2ccc3nc(N4CCCCC4)sc3c2)CC1,93,6%
Cc1ccc(C)c(NC(=O)c2cc(S(=O)(=O)N3CCc4ccccc4C3)ccc2F)c1,20,1%
CC(=O)c1ccc(S(=O)(=O)N2CCn3cccc3C2c2ccc(C)cc2)cc1 (stereo not given),-20,-6%
COc1ccc(NC(=O)Cn2c(-c3ccc(F)cc3)cc(C(C)=O)c2C)c(OC)c1,?,-1%
O=C(NCc1ccc(Cl)cc1)C(=O)NCC(c1ccc2c(c1)OCO2)N1CCOCC1 (stereo not given),72,9%
CCc1cccc(NCc2ccccc2-c2nnc(-c3ccccc3Cl)o2)c1,31,17%
COc1ccc(OCCn2nnc3sc4c(c3c2=O)CCC(C(C)(C)C)C4)cc1 (stereo not given),12,20%
Cc1cc(NC(=O)c2cccn2-c2nnc(N3CCCCC3)s2)ccc1Br,0,-2%
Cc1nn(C)c2c1c(C(F)(F)F)cc(=O)n2CC(=O)N1CCCCC1C (stereo not given),-7,0%
CCOC(=O)c1cc(CC)sc1NC(=O)COc1ccccc1C,-6,-5%
COc1ccc(CCNC(=O)c2cnc3ccc(C)cn3c2=O)cc1OC,6,18%
Cc1cc(C)cc(NC(=O)N2CCC(N3CCN(Cc4ccccc4)C(=O)C3=O)CC2)c1,12,8%
COc1ccc(OC)c(C2CC(=O)c3c([nH]c(C(=O)OC4CCC(C)CC4)c3C)C2)c1 (stereo not given),-9,17%
Cc1cccc(N2CCN(C(=O)Cn3c(-c4cccs4)cc4ccccc43)CC2)c1C,-8,2%
CCc1cccc(-n2c(=O)c3cccnc3n2CC(=O)Nc2ccc(OC)c(Cl)c2)c1,-31,4%
Cc1cccc(-n2nnc(-c3nc(-c4cccs4)no3)c2N)c1,53,-2%
COCCCNC(=O)CCn1c(=O)c2ccccc2n(CC(=O)Nc2c(C)cc(C)cc2C)c1=O,16,31%[activator]

Some of these compounds in order of SMILES length, lowest first.
Structure,HCMV inh,AmpC detergent
CCOC(=O)c1cc(CC)sc1NC(=O)COc1ccccc1C,-6,-5%
COc1ccccc1C(=O)N(c1ccc(C)cc1)S(=O)(=O)c1ccc(Cl)cc1,?,20%
COc1ccc(Cl)cc1NC(=O)CCS(=O)(=O)c1nc(-c2cccs2)cc(C(F)(F)F)n1,-94*,-7%

The list goes on:
Structure,HCMV inh,AmpC detergent
Cc1ccc2cc3cc(C(=O)N(C)c4ccccc4C)oc3nc2c1,9,-1%
Cc1ccc(NC(=O)C2CCN(S(=O)(=O)c3cc(-c4noc(C)n4)ccc3C)CC2)c(C)c1,?,9%
Oc1c(C(c2ccccc2)N2CCN(Cc3ccccc3)CC2)sc2nc(-c3ccco3)nn12 (stereo not given),-18,-5%
COc1cccc(NC(=O)CN2C(=O)C3(SCC(=O)N3c3cc(C)cc(C)c3)c3ccccc32)c1 (stereo not given),6,-5%
COc1ccccc1CNC(=O)c1ccc(-c2nc(CS(=O)(=O)c3ccc(C)cc3)c(C)o2)cc1,12,15%
CCN(C(=O)c1ccc2c(c1)N(Cc1cccc(Cl)c1)C(=O)c1ccccc1S2=O)c1ccccc1 (stereo not given),-40,5%
COc1ccc(Cn2c(=O)n(-c3ccc(F)c(Cl)c3)c(=O)c3c2c2cc(OC)ccc2n3C)cc1,-16,21%
Cc1ccc(S(=O)(=O)N(CC(=O)NCCSc2ccc(Cl)cc2)c2ccccc2C)cc1,20,0%
Cc1cc(S(=O)(=O)Nc2ccc3oc4c(c3c2)CCCC4)ccc1Cl,?,16%
COc1ccc(CCN2CCC(CNC(=O)c3cnn(-c4ccccc4)c3C3CCN(C(=O)OC(C)(C)C)CC3)CC2)cc1,?,11%
Cc1ccc2oc(=O)c3cc(C(=O)Nc4cccc(C#N)c4)sc3c2c1,7,16%
Cc1cc(C)c(Cn2c(=O)n(CCCCC(=O)NCc3ccccc3Cl)c(=O)c3ccccc32)c(C)c1,2,-3%
COc1ccc(NC(=O)c2c(C)oc3ccc(O)c(CN4CCOCC4)c23)cc1,13,16%
Cc1ccc(CSc2nc3cccnc3n2Cc2ccc(C(=O)NCc3ccco3)cc2)cc1,68,2%
COCCCN1C(=O)c2oc3ccccc3c(=O)c2C12C(=O)N(C)c1ccccc12 (stereo not given),9,9%
O=C(NC1CCCCC1)c1ccc2c(c1)N(Cc1cccc(Cl)c1)C(=O)c1ccccc1S2(=O)=O,-29,4%
Cc1ccn2c(=O)cc(CSc3nnc(C)s3)nc2c1,8,17%
CCCn1cnc2cc(NCc3ccccc3OCC)ccc21,?,6%
Cc1ccc(Nc2c3c(nc4ccccc24)CCC3)cc1F,?,8%
CC(C)c1ccc(C(=O)Nc2cccc3cccnc23)cc1,77,-2%
Cc1ccc(-n2c(=O)c3ccc(C(=O)NCc4ccco4)cc3n(Cc3cccc(Cl)c3)c2=O)cc1,6,-1%
COc1cccc(-c2ccnc3c(-c4ccccc4)c(C)nn23)c1,7,1%
CCOC(=O)c1cccc(NC(=O)CC2C(=O)N(c3ccc(F)cc3)C(=O)N2C(C)C)c1 (stereo not given),-6,5%
CCOC(=O)N1CCc2c(sc3c2c(=O)n(-c2ccc(CC)cc2)c(=O)n3Cc2cccc(OC)c2)C1,20,9%
Cc1ccc(CSc2nnc3[nH]c(=O)cc(C)n23)cc1,-3,1%

Additional structures.
Structure,HCMV inh,AmpC detergent
COCCNC(=O)CSc1nc(-c2ccccc2C)nc2c1c(=O)n(C)c(=O)n2C,1,0%
CCOc1ccc(NC(=O)Cn2c(=O)n(-c3ccccc3)c(=O)c3ccc(C(=O)NCc4ccc5c(c4)OCO5)cc32)cc1,-35,0%
Cc1ccc(Nc2c(-c3ccco3)nc3ccc(C)cn23)cc1,-15,23%
Cn1cnc(S(=O)(=O)N2CCC(C(=O)N3CCN(c4ccccc4F)CC3)CC2)c1,-16,20%
Cc1cc(S(=O)(=O)Nc2cc3c(cc2N2CCOCC2)n(C)c(=O)n3C)ccc1F,29,-1%
Cn1nc(C(=O)NCc2ccc(Cl)cc2)c2c1-c1ccccc1SC2,-32,18%
COc1cc(NC(=O)CSc2nc(-c3ccc(C)cc3)nc3c2Cc2ccccc2O3)cc(OC)c1,29,11%
Cc1nn(C)c2c1c(C(F)(F)F)cc(=O)n2C(C)C(=O)N1CCN(c2ccccc2)CC1 (stereo not given),4,25%
NC(=O)C1CCN(C(=O)c2cccc(NC(=O)c3nsc4ccccc34)c2)CC1,41,0%
COc1ccc(NC(=O)CCSc2nc(-c3ccc(OC)cc3)cc(C(F)(F)F)n2)cc1,-25,23%
Cc1ccc(Cn2c(SCc3ccc(C(=O)NC4CCCC4)cc3)nc3ccncc32)cc1,-74*,12%
COC(=O)c1sc2cccc(F)c2c1S(=O)(=O)Nc1ccc(N(C)C)cc1,14,-1%
COc1ccc(-c2nc3n(n2)C(c2ccccc2F)C(C(=O)Nc2cccnc2)=C(C)N3)cc1OC (stereo not given),33,19%
Cc1c(Cl)cccc1NC(=O)Cn1c(=O)cc(C)c2c(C)nn(-c3cccc(F)c3)c21,-6,0%
COc1ccccc1CNC(=O)CSc1nc(=O)[nH]c2c1CCC2,-28,3%
O=C(C1CC1)N1CCN(c2nc3ccc(F)cc3s2)CC1,25,1%
CC(=O)c1cccc(NC(=O)CCc2c(C)nc3c(-c4ccc(F)cc4)c(C)nn3c2C)c1,2,-1%
Cc1cc(C)c(CSc2nnc(C)n3c2cc2occc23)c(C)c1,-9,-1%
COc1ccc(N2CC(NC(=O)c3ccc4c(c3)OCO4)CC2=O)cc1 (stereo not given),-16,-2%
COc1ccc(NC(=O)CN(c2cc(C)cc(C)c2)S(=O)(=O)c2c(C)noc2C)cc1Cl,-23,-1%
Cc1ccc2oc(-c3ccc(C)c(NC(=O)c4ccc(C(C)(C)C)cc4)c3)nc2c1,-1,4%
Cc1cc2[nH]c(=O)c(=O)[nH]c2cc1S(=O)(=O)Nc1ccc(OC(F)(F)F)cc1,-5,1%
COc1ccc(N2CCN(C(=O)c3nc(-c4ccc(Cl)cc4)n4c3CCCCC4)CC2)cc1,22,21%
COc1ccc(NC(=O)c2ccco2)cc1NC(=O)COc1ccc(Cl)cc1C,-13,-1%
COc1ccc(-c2ccnc3c(-c4ccc(F)cc4)c(C)nn23)cc1OC,-2,1%
CCCNC(=O)CN1C(=O)CSc2ccc(S(=O)(=O)N3CCC(C)CC3)cc21,-4,-2%
CN(Cc1ccccc1)c1ncnc2onc(-c3ccc(F)cc3)c12,-34,7%

An excerpt; the hit share may differ from the screen's.
